Compound activity (PubChem BioAssay)
iPSC survival up: enhancers of single-cell hiPSC survival, primary screen, ATPlite luminescence; AID 602274, 2012; 100% = ROCK inhibitor wells, 0% = DMSO; survival enhancement, % at 20 µM; 360,000 tested, 0.044% active; in the data active = survival enhancement above about 18%;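 also: cells exposed to compounds for 16 hours before the ATP read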
Peg3 prom inh: Peg3 promoter-driven luciferase inhibitors, primary screen, cell-based, HeLa, luciferase luminescence; inhibition, % at 20 µM; 360,000 tested, 1.7% active; HeLa PEG-Prom luciferase reporter, overnight; AID 588405, 2011;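 active = inhibition of at least 50% at 20 µM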
Exocytosis inh: LAMP-1 surface exposure blockers, TALL-104 cells – cell-based, flow cytometry, MLPCN library, primary screen | TALL-104 LAMP-1 surface exposure; cells stimulated with thapsigargin and PMA | 360,000 tested, 0.66% active | inhibition, % at 10 µM | AID 651702, 2012;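 active = inhibition above about 55%, limit read from the data; inconclusive = no clear call, values can overlap the other calls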
PDI turbidity: inhibitors of human PDI, primary screen, biochemical, turbidity, single point, plate reader. Protein disulfide-isomerase (Homo sapiens), P07237. PDI insulin aggregation turbidity, A650, 90 min. inhibition, % at 10 µM. 350,000 tested, 0.052% active. AID 588391, 2011;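 active = mean inhibition across replicates of 30% or more, whatever share of single replicates reach that level; inconclusive = mean inhibition below 30% while every single replicate reaches 30%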;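 also: absorbance from insulin aggregation driven by PDI reduction with DTT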
Target sequence (P07237 whole entry, looked up): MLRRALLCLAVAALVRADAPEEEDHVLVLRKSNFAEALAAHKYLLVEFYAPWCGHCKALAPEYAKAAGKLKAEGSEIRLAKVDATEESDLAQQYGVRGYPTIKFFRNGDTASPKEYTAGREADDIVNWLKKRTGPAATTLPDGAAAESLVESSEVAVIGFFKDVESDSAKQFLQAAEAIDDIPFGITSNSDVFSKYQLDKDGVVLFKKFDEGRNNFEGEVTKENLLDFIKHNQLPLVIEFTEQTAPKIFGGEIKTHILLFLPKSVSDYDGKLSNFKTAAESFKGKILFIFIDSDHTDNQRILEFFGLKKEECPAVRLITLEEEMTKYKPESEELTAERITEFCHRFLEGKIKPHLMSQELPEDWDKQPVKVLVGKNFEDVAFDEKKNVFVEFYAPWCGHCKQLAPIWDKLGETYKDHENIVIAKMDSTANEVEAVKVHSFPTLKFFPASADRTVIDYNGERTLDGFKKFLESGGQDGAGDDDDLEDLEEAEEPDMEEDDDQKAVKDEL
NR2E3 ag-1: NR2E3 agonists in two-hybrid cells, primary screen, cell-based, luminescence, CHO-S, Gal4-NCOR/VP16-NR2E3. AID 602229, 2012. inhibition of corepressor binding, % at 3.98 µM. Photoreceptor-specific nuclear receptor (Homo sapiens), Q9Y5X4. luciferase. 360,000 tested, 0.35% active;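 active = inhibition above the mean of all tested compounds plus 3 SD, cut at about 70% in these data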;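 also: 0% = DMSO with NR2E3 transfected cells and 100% = cells lacking NR2E3 construct; higher means lower luciferase signal from less NR2E3 corepressor binding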
Target sequence (Q9Y5X4 whole entry, looked up, the tested form may be a part): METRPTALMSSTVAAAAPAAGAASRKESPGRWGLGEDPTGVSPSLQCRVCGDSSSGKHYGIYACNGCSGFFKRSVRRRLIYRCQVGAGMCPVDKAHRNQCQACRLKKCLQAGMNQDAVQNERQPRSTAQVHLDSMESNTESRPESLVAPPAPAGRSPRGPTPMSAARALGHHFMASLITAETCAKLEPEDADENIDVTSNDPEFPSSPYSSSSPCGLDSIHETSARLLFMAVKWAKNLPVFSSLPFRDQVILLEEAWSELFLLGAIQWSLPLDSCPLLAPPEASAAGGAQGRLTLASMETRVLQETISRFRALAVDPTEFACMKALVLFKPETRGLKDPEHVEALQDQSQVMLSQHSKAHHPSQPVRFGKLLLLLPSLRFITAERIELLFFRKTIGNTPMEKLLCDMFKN
HIF-2a block: HIF-2a reporter inhibitors, primary screen, luminescence, 786-0 RCC cells; AID 624352, 2012; 360,000 tested, 0.72% active; inhibition, % at 18.8 µM; 786-0 RCC cells HIF-2a reporter, luciferase luminescence, overnight;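 active = inhibition of the luminescence signal of 40% or more relative to plate controls, in a single-dose primary screen at 18.75 µM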
MITF TRPM1 inh: inhibitors of MITF-dependent TRPM1 promoter reporter, primary screen, cell-based, SK-MEL-5, single point, luciferase. 330,000 tested, 0.83% active. SK-MEL-5 TRPM1 promoter luciferase, 24 h. AID 488899, 2010. inhibition, % at 12.5 µM;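 active = mean inhibition across replicates of 60% or more, whatever share of single replicates reaches that level; inconclusive = some that reach 60%, reason not given; inactive = mean inhibition across replicates below 60%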; also: values of inactives mirror those of a sister screen read the other way
Vif inh: HIV Vif self-association inhibitors, primary screen, imaging, HEK293T, single point. AID 602346, 2012. 340,000 tested, 0.35% active. inhibition, % at 7.49 µM. HEK293T cells, Vif self-association by quenched fluorescence, 24 h; in the data active = inhibition above about 50%, passing the limit was not always enough; inconclusive = no clear call, values can overlap the other calls; inactive = below about 31%; also: some results filed as inactive read as strong as hits
aDG glyco act: activators of alpha-DG glycosylation, primary screen, uHTS, Pro5-aDG cells, AlphaScreen; AID 624168, 2012; alpha-DG glycosylation AlphaScreen (IIH6); 0% Pro5, 100% B10-LARGE cell signal; activation, % at 10 µM; 360,000 tested, 0.22% active;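 active = activation of at least 8% versus controls, or a plate z-score of at least 8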;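 also: Pro5 are CHO cells carrying HIG-tagged alpha-DG that lacks glycosylation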
CaV13 FRET inh: Disruptors of the CACNA1D IQ motif to Ca2+-dependent inactivation inhibitor domain association, primary screening, Förster resonance energy transfer in intact living …; HEK cells, CFP/YFP FRET ICDI-IQ, plate reader, 10 min; percent FRET-ratio fall versus neutral wells; inhibition, % at 12.3 µM; 340,000 tested, 0.098% active;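 active = mean replicate inhibition of at least 30% and at least 1% of replicates passing that level; inconclusive = only one of the two criteria is met; inactive = neither criterion is met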;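 also: 0% = median of the neutral control wells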
NR2E3 ag-2: inhibitors of NR2E3-RetCOR corepressor binding, primary screen, NR2E3 agonist project, biochemical, TR-FRET, GST-NR2E3, biotin-RetCOR | Photoreceptor-specific nuclear receptor (Homo sapiens), Q9Y5X4 | 1536-well | inhibition of corepressor binding, % at 4.78 µM | 320,000 tested, 0.12% active | AID 2300, 2010;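 active = percent inhibition above the cutoff of mean plus 3 SD of all tested compounds, set per screening campaign, cut at about 20% in these data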;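 also: 0% = DMSO wells and 100% = biotin wells as full block of FRET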
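Material – GST-tagged NR2E3 plus biotinylated RetCOR corepressor · Quantity – NR2E3 fusion 1.35 nM · Times – 5 h incubation at 4 °C · Medium – pH 7.5 Tris-based buffer · Technique – TR-FRET, Eu(K)-anti-GST donor, streptavidin-D2 acceptor, ex 340, em 617/671 nm · Benchmarks – high control biotin, low control 0.6% DMSO · Format – 1536-well plates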
The depositor's hits bear a star; ? = inconclusive; . = no result given.

Values in the order: iPSC survival up	Peg3 prom inh	Exocytosis inh	PDI turbidity	NR2E3 ag-1	HIF-2a block	MITF TRPM1 inh	Vif inh	aDG glyco act	CaV13 FRET inh	NR2E3 ag-2
Cc1nn(C)c(NC(=O)c2ccc(Cl)cc2)c1Cl
    -0.1	-14	2	2	-23	18	0	0	0.0	-19	3
O=C(NCc1ccncc1)C1COc2ccccc2O1 (stereo unspecified)
    -1.4	6	0	3	3	6	-5	2	0.0	.	-1
COc1ccc(CC(=O)NNC(=O)c2ccc(SCc3cc(F)ccc3F)c([N+](=O)[O-])c2)cc1
    -4.0	9	-3	-2	16	-12	-11	2	0.3	-7	-1
Cc1[nH]c(-c2ccc(F)cc2)cc1C(=O)N1CCN(c2ccc(Cl)cc2)CC1
    -0.3	34	-7	-2	-6	12	8	-9	0.1	-3	.
CCN(C(=O)CSc1nc2ccccc2n1CC(C)C)c1c(N)n(Cc2ccccc2)c(=O)[nH]c1=O
    0.1	1	6	0	13	17	.	4	-0.1	-19	.
CCOC(=O)/C=C/C(=O)Nc1ccc(S(=O)(=O)Nc2c(C)cc(C)cc2C)cc1
    3.5	47	-2	2	-20	31	0	-3	0.0	6	5
CCS(=O)(=O)N1CCN(c2ccccc2)CC1
    -0.4	-4	-1	0	14	14	-11	-15	0.0	-15	2
Cc1cccc(NC(=O)c2cccc(S(=O)(=O)Nc3c(C)n(C)n(-c4ccccc4)c3=O)c2)c1
    0.1	-3	0	-8	-17	15	1	-1	0.1	-6	.
O=C(N/N=C/c1cccs1)c1cc(C2CC2)nc2ccccc12
    0.3	22	-2	6	-39	14	22	0	0.1	-5	2
CC[C@H](C)Cc1cn([C@@H](CCCN=C(N)N)C(=O)NCCCCCCCCCCC(=O)N2CCNCC2)nn1
    -0.4	-11	0	-3	-4	12	-17	.	-0.2	-10	5
O=C(COC(=O)CNC(=O)c1ccc(Cl)cc1Cl)NC1CCCCCCC1
    -0.2	1	-2	3	-1	10	-3	-3	0.0	-5	1
COc1ccc(OC)c(S(=O)(=O)N2CCN(c3ccccn3)CC2)c1
    -1.4	5	2	1	-15	-7	-3	-8	-0.1	-9	-1
CC1CCCN(C(=O)COC(=O)Cc2ccc(Cl)cc2)C1 (stereo unspecified)
    0.8	-15	2	-5	8	-7	0	3	-0.1	-4	4
CCS(=O)(=O)N1Cc2ccccc2CC1C(=O)OCC(=O)Nc1ccc(C)cc1 (stereo unspecified)
    -0.1	-4	-1	9	-25	-23	4	.	0.1	-1	-2
CCC(C(=O)NCCCN1CCOCC1)n1c2ccccc2c2nc(=O)cc(C)n21 (stereo unspecified)
    0.4	-4	-7	0	-2	15	-10	-2	-0.2	-7	-2
Cc1nc2ncccn2c1-c1csc(Nc2cccc(C(=O)O)c2)n1
    -0.5	-2	-1	-4	-19	-1	3	0	0.0	-4	-4
COc1cc(N)c(Cl)cc1Cl
    -0.4	2	-1	5	-4	8	-2	0	0.1	-3	3
CCCOc1ccc(C(=O)NCC(c2cccs2)N(C)C)cc1OC (stereo unspecified)
    -3.0	1	-4	2	2	13	13	13	0.1	-4	4
CCOC(=O)CN(C(=O)COc1nc(-c2ccccc2)cc(C)c1C#N)c1ccc(F)cc1
    -0.6	22	-8	-3	0	20	2	-4	-0.1	-13	0
O=C(Nc1nccs1)c1cccc2ccccc12
    -0.4	3	-4	2	-3	-27	13	-7	-0.2	-5	4
COCCn1c(=O)[nH]c2cc(C(=O)Nc3cccc(F)c3)ccc2c1=O
    0.2	-75	-2	-2	-14	-120	-40	-4	0.0	-17	4
O=C(CN1C(=O)NC2(CCCCCC2)C1=O)Nc1ccc(Br)cc1Br
    -2.0	-2	6	13	-9	-1	-34	-1	0.0	-3	-2
CCOc1ccc(CN2CCNC(=O)C2CC(=O)NCc2cc(C)n(C)n2)cc1 (stereo unspecified)
    0.2	4	34	5	-22	5	9	5	-0.2	-5	5
CCCCN(C(=O)COC(=O)C1(c2ccccc2)CC1)c1c(N)n(CCC)c(=O)[nH]c1=O
    0.0	14	-10	2	15	5	.	2	-0.1	-4	.
COCCn1cnc2c1c(=O)n(CC#N)c(=O)n2Cc1ccccc1
    0.1	6	2	-1	-9	4	11	-6	-0.1	-3	1
COCCN(C(=O)COC(=O)Cc1ccc(Cl)cc1)c1c(N)n(Cc2ccccc2)c(=O)[nH]c1=O
    0.2	6	0	-1	-21	15	.	?	-0.1	-5	.
Cc1ccc(NC(=O)CC2(CC(=O)O)CCCC2)c(C)c1
    0.2	4	-11	1	-2	21	5	1	-0.1	-7	2
O=C1CCC(=O)N1c1ccccc1
    0.3	5	-5	1	-4	1	3	4	-0.1	-3	-1
CCc1cccc(C)c1NC(=O)CN1C(=O)NC(Cc2ccccc2)C1=O (stereo unspecified)
    -0.4	10	-3	-4	-20	11	-5	1	-0.1	-1	1
COc1ccc(C(c2c(NC(C)=O)sc3c2CCCC3)N2CCN(CCO)CC2)cc1OC (stereo unspecified)
    1.3	-6	3	.	-6	10	4	-17	0.3	-3	0
O=C(NCC(=O)N(c1ccc(Cl)cc1)C(C(=O)NC1CCCC1)c1cccnc1)c1ccco1 (stereo unspecified)
    -0.3	1	10	1	4	12	2	4	0.1	-5	6
O=C(O)c1ccc(S(=O)(=O)Nc2ccc3c(c2)OCCO3)cc1
    -0.6	10	7	0	-1	9	2	4	0.2	-22	3
CC(C)(C)c1cc(NC(=O)C2(C)CCN2C(=O)C2(c3ccccc3)CC2)no1 (stereo unspecified)
    -2.0	5	-8	-2	4	17	.	2	-0.4	-7	.
FC(F)(F)c1ccc2c(c1)N1CCCC1CN2 (stereo unspecified)
    -0.2	7	0	-3	4	15	23	14	-0.1	0	0
COc1cccc(CN2CCN(Cc3cccc4nonc34)CC2CCO)c1 (stereo unspecified)
    -0.4	14	-5	23	-14	8	4	-6	-0.5	0	2
CN(C)S(=O)(=O)c1cccc(NC(=O)CC23CC4CC(CC(C4)C2)C3)c1
    1.6	26	-5	6	-11	22	10	-11	0.0	.	-1
CC(=O)NNC(=S)Nc1cccc(F)c1
    0.4	9	-3	7	-8	-2	4	10	-0.1	-3	6
COc1cc(/C=N/Nc2ccccc2)ccc1O
    -0.2	-29	-3	0	-9	-1	-10	.	0.2	-4	-1
O=C(NCc1cn2ccsc2n1)c1cccs1
    -1.6	-4	-2	.	-16	-18	.	.	-0.5	-6	0
COCCNC(=S)N1CCC(Cc2ccccc2)CC1
    -0.5	22	2	4	-24	8	2	7	0.7	-7	-1
COC(=O)c1[nH]c2cc(OC)ccc2c1NC(=O)CN1CCC(C(N)=O)(N2CCCCC2)CC1
    -2.3	13	12	2	-39	4	-6	22	-0.4	.	-2
O=S1(=O)N=C(N(CCO)/N=C/c2ccc(Br)cc2)c2ccccc21
    -0.4	6	-3	6	-7	6	-12	-10	0.2	-21	-2
CCCCOc1ccc(C(=O)N2CCC(C)CC2)cc1
    0.9	-51	6	3	-18	-85	-30	-5	-0.1	-5	3
O=C(CCNS(=O)(=O)c1ccccc1)N1CCCC1
    -0.2	-7	-2	5	7	7	9	-7	0.1	.	.
CC1(C)CC(=O)C(=Cc2cn(CCC#N)nc2-c2ccc(F)cc2)C(=O)C1
    2.8	16	28	3	-7	17	-6	-10	-0.6	-4	2
CN(CC(=O)N1CCCCCC1)S(=O)(=O)c1ccc(Br)cc1
    -0.2	-9	-7	2	26	22	12	1	-0.1	-3	1
CCCCc1ccc(NC(=O)C(C)CC)cc1 (stereo unspecified)
    -0.6	-121	11	3	-49	-165	-46	0	-0.2	3	-1
CCOc1ccc(S(=O)(=O)Nc2ccc(O)c(Sc3ncn[nH]3)c2)cc1
    2.1	7	1	-1	-15	20	3	-4	0.0	-5	-4
CC1(C)C(c2cccs2)=[N+]([O-])C2(CCCCC2=O)N1O (stereo unspecified)
    0.9	9	-2	-3	-25	-2	1	7	0.1	-2	-4
Cc1noc(C)c1COc1ccccc1C(=O)NC1CCC(C)CC1 (stereo unspecified)
    1.0	-7	-3	4	10	-14	-4	-5	0.0	-10	-1
CC1(Cc2ccc(F)c(Cl)c2)C(=O)Nc2c(Cl)cccc21 (stereo unspecified)
    1.3	6	-8	-15	-1	20	.	-6	0.0	-5	.
CCN1CCN(CC(O)COc2cccc(OC)c2)CC1 (stereo unspecified)
    -1.6	0	-2	11	-11	3	11	2	0.3	1	-2
CCC(=O)N1CCn2c1nc1ccccc12
    1.0	0	-3	-1	-9	-16	0	.	-0.3	-8	0
NC(=S)N/N=C/c1ccc2ccccc2c1
    -1.1	-22	9	9	-47	-147	4	1	-0.1	.	-4
O=C(CSc1ccc2nnc(-c3cccs3)n2n1)N1CCCC1
    -0.4	17	-4	0	-3	20	9	-7	0.0	-2	-2
Fc1ccc(-c2csc(N3CCC(c4ccccc4)C3)n2)cc1 (stereo unspecified)
    0.3	-331	-4	-5	-67	-242	-60	-8	0.1	-5	3
O=C(Nc1ccc(O)cc1)c1ccc(NC(=O)c2ccco2)cc1
    -0.4	-125	-1	2	-5	-145	-22	-8	0.2	-8	1
Cc1oc(-c2cccs2)nc1CN1CCC(C(=O)N2CCCC2)CC1
    -1.0	-10	2	2	2	9	9	5	-0.4	0	1
COc1cc2c(cc1OC)n(CC(=O)NC1CCCCCC1)n1c(C)cc(=O)nc21
    -0.5	-8	-1	-14	0	-12	8	-3	-0.3	-14	0
CCO[C@@H]1OC(C(=O)N2CCOCC2)=C[C@H](c2ccc(C(F)(F)F)cc2)[C@H]1CCCO
    2.0	15	8	-1	-15	7	4	1	0.2	-12	1
Cc1cc(C)c2c(N)c(C(=O)N/N=C/c3cccnc3)sc2n1
    0.3	-138	-1	7	-51	-283	-66	1	-0.2	0	-1
